Source: PubChem BioAssay
PI4K2A block = qHTS for small molecular inhibitors of PI4K2A; activity change, negative = inhibition, % at 76.9 µM; Phosphatidylinositol 4-kinase type 2-alpha (Homo sapiens), Q9BTU6; purified PI4K2A, ADP-Glo luminescence, 1 h; stronger effect = lower value; 0.13% of 420,000 active; in the data active = activity change below about -50%; inconclusive = mostly about -30% to -49%;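 note: -100% = wells without enzyme as full effect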
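In this quantitative HTS, ADP production by PI4K2A was quantified luminescently after 1 h at ambient temperature; 100 microM adenosine served as plate-quality control.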
JMJD2A Tudor inh = qHTS Assay for Inhibitors of JMJD2A-Tudor Domain. Lysine-specific demethylase 4A (Homo sapiens), O75164. 4.4% of 390,000 active. AID 504339, 2011. AlphaScreen JMJD2A-Tudor / H3K4me3 peptide binding. Potency, µM (doses to about 114 µM), for inactives: at the highest dose activity change, negative = inhibition, hits mostly inhibitors; note: potency is the fitted concentration of half-maximal effect; % is set by controls: 0 for no effect and ±100 for the full control effect; nearly all actives have a fitted effect of over 50% in size
Target sequence (O75164 whole entry, looked up, the tested form may be a part): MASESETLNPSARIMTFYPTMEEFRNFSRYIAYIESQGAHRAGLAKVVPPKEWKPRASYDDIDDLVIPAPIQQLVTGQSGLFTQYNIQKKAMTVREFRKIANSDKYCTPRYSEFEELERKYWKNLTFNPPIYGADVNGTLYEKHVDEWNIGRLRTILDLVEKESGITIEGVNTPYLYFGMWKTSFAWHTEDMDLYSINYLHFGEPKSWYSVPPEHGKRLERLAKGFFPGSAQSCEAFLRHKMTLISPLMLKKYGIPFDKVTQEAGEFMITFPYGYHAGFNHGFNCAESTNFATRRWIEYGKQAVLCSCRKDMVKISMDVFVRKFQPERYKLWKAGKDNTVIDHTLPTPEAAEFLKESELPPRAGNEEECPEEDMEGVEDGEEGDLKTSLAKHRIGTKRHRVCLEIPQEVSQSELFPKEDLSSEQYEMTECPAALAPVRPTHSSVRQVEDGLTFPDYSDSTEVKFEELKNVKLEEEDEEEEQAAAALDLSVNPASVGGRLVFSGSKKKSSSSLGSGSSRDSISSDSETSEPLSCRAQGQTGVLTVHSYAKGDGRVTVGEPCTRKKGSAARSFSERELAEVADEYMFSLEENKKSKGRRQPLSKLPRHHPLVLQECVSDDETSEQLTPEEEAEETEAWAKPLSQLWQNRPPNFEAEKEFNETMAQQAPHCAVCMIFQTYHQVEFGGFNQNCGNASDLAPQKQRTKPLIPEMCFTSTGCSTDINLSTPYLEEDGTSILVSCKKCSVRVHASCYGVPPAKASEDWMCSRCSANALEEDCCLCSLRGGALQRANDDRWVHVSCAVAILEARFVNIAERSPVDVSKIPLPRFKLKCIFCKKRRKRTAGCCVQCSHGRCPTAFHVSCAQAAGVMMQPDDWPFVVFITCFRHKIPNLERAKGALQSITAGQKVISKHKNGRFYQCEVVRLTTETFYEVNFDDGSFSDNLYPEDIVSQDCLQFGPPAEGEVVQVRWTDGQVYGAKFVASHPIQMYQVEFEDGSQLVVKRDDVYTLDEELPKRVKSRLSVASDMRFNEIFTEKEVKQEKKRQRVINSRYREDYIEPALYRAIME
Tb PGK inh = qHTS Assay to Find Inhibitors of Phosphoglycerate Kinase; Phosphoglycerate kinase, glycosomal (Trypanosoma brucei brucei), P07378; PGK/GAPDH coupled, Kinase-Glo luminescence, 60 min; Potency, µM (series often up to 57.5 µM), for the others: at the top dose activity change, negative = inhibition, usual class: inhibitors; 0.043% of 380,000 active; AID 602233, 2012; note: potency is the fitted concentration of half-maximal effect; % is set by controls: 0 for no effect and ±100 for the full control effect; nearly all actives have a fitted effect of over 60% in size
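Recombinant glycosomal PGK reaction used 1,3-bisphosphoglycerate generated in-well by GAPDH (100nM final) in 100mM TEA pH 7.6, 5mM MgCl2, 0.01% Tween-20. After 60 minutes at room temperature, ATP was read by Kinase-Glo Plus luminescence end-point.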
G9a inh = qHTS Assay for Inhibitors of Histone Lysine Methyltransferase G9a. AID 504332, 2011. Potency, µM (series often up to 102 µM), inactives show top-dose activity, negative = inhibition, hits mostly inhibitors. 8.8% of 350,000 active. G9a H3K9 monomethylation, AlphaScreen, 2 h; note: potency is the fitted concentration of half-maximal effect; % is set by controls: 0 for no effect and ±100 for the full control effect; nearly all actives have a fitted effect of over 75% in size
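Readings reflect AlphaScreen signal from monomethyl-H3K9 antibody detection. HMT at 20 nM; substrate b-H3K9 500 nM; cofactor SAM 20 uM; 2 h RT reaction; compounds tested as titrations in qHTS with 15 min preincubation.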
Pin1 inhibitor = qHTS Assay to Find Inhibitors of Pin1 | Pin1 FP peptide displacement, HiFluor488, 10 min | Peptidyl-prolyl cis-trans isomerase NIMA-interacting 1 (Homo sapiens), Q13526 | AID 504891, 2011 | 0.009% of 390,000 active | Potency, µM (top dose mostly 115 µM), for the others: at the top dose activity, negative = inhibition, most hits filed as inhibitors; active = well fitted inhibition curve with a large enough effect in the polarisation, with a control signal flat, not every such curve was filed as active; inconclusive = small, poorly fitted or top-dose-only effect, or effect the other way, or a change in a side signal; inactive = no such curve, though single readings can be large or run the other way; the % refers to the polarisation; note: potency is the fitted concentration of half-maximal effect; % is set by controls: 0 for no effect and ±100 for the full control effect
HP1b binding inh = HTS for Inhibitors of HP1-beta Chromodomain Interactions with Methylated Histone Tails; AlphaScreen HP1-beta / biotin-H3K9me3 peptide binding; Potency, µM (top dose mostly 114 µM), for inactives: top-dose activity change, negative = inhibition, usual class: inhibitors; 0.56% of 390,000 active; AID 540317, 2011; note: potency is the fitted concentration of half-maximal effect; nearly all actives have a fitted effect of over 70% in size; inactives centre near 23
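HP1-beta protein (50 nM final) preincubated 30 min at room temperature with biotinylated H3(1-18)K9me3 peptide (50 nM) in PBS pH 7.4, 0.01% Tween-20, then compound added for 30 min. AlphaScreen streptavidin donor/nickel chelate acceptor beads (10 ug/mL final), 30 min dark, luminescence read.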
POLH inh = qHTS for Inhibitors of Polymerase Eta; recombinant Pol eta, fluorescent DNA replication assay; 1.2% of 390,000 active; DNA polymerase eta (Homo sapiens), Q9Y253; Potency, µM (titrated, usually from 114 µM), for the others: top-dose activity change, negative = inhibition, usual class: inhibitors; note: potency is the fitted concentration of half-maximal effect; % is set by controls: 0 for no effect and ±100 for the full control effect
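Pol eta at 10 nM preincubated with compounds 15 min at room temperature; reaction started with fluorescent substrate (50 nM final) and read kinetically at 0 and 10 min.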
BAZ2B inh = qHTS Assay for Inhibitors of BAZ2B. 4.4% of 360,000 active. Bromodomain adjacent to zinc finger domain protein 2B (Homo sapiens), Q9UIF8. AlphaScreen BAZ2B-H3K14Ac peptide displacement. Potency, µM (titrated, usually from 114 µM), for inactives: top-dose activity change, negative = inhibition, hits mostly inhibitors. AID 504333, 2011; note: potency is the fitted concentration of half-maximal effect; % is set by controls: 0 for no effect and ±100 for the full control effect; nearly all actives have a fitted effect of over 60% in size
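BAZ2B (50 nM) with biotin-H3(5-23)K14Ac peptide (50 nM) in PBS pH 7.4, 0.01% Tween-20, preformed 30 min, then compound 30 min at room temperature; top concentration 110uM. AlphaScreen streptavidin donor/nickel chelate acceptor beads (10 ug/mL final), 20 min dark, signal read.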
GLS inh = qHTS for Inhibitors of Glutaminase (GLS); Glutaminase kidney isoform, mitochondrial (Homo sapiens), O94925; GLS enzymatic activity, qHTS titration; Potency, µM (series often up to 45.5 µM), for inactives: at the highest dose activity change, negative = inhibition, hits mostly inhibitors; 0.21% of 410,000 active; AID 624170, 2012; note: potency is the fitted concentration of half-maximal effect; % is set by controls: 0 for no effect and ±100 for the full control effect
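hKGA in 45 mM KH2PO4 pH 8.2, 0.02% Tween-20 with pin-transferred compounds; 1 mM L-glutamine (stock) plus glutamate oxidase/HRP/Amplex Red coupling added. Fluorescence read initially and after 30 min at RT.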
Starred values were filed as active, the others as inactive; i = inactive; u = inconclusive; x = not tested or not shown; [ ] = dose if it differs, or a comment. Unless noted, calls come from the whole dose curve; as a rule, active = well fitted curve in the direction sought with a large enough effect; inconclusive = small, poorly fitted or top-dose-only effect, or another doubt; inactive = no such curve, though single readings can be large; an effect the other way counts as inactive or inconclusive. The list is partial; the hit share may differ from the screen's.

PI4K2A block	JMJD2A Tudor inh	Tb PGK inh	G9a inh	Pin1 inhibitor	HP1b binding inh	POLH inh	BAZ2B inh	GLS inh	SMILES
0	-29%	i	u	-3%	3%	-6%	u	7%	COc1ccc(OC)c(NC(=O)N2CCCC(C(=O)c3ccccc3OC)C2)c1 (centres undefined)
1	u	i	8.9µM*	0%	-15%	-10%	u	20%	CCCC1(C(=O)OCC)NC(c2ccc(N(C)C)cc2)C2C(=O)N(c3ccc4c(c3)OCCO4)C(=O)C21 (centres undefined)
6	-7%	-9%	x	-5%	44%[activator]	-9%	x	7%	O=C(COC(=O)Cc1n[nH]c(=O)c2ccccc12)NNC(=O)c1ccc(Br)cc1
1	-23%	x	10%[59 µM]	u	9%	x	-3%	1%	Cc1ccc(NC(=O)/C(C#N)=C/c2ccc(C)o2)cc1
3	5%	-1%	13%	-2%	7%	-13%	5%	-1%	COc1ccccc1CNC(=O)CCCC(=O)n1ncc2cc(C)ccc21
3	-18%	-5%	-2%[0.501 µM]	0%	3%	4%	0%	18%	O=C(CSc1nc2ccccc2o1)Nc1ccc(N2CCOCC2)cc1
-1	28%	0%	x	3%	96%[activator]	-13%	12%[0.457 µM]	-6%	COc1ccc(CN2C(=O)C(C)Oc3ccccc32)cc1 (centres undefined)
1	-21%	2%	-18%	4%	-25%	4%	u	0%	CCOc1cc(CNc2ccc(S(N)(=O)=O)cc2)ccc1OCC(=O)NC(C)(C)C
-4	-27%	i	1%	0%	27%	-2%	-7%	-7%	CCN(CC)Cc1c(O)ccc2c(=O)c(-c3ccccc3)coc12
2	-16%	2%	x	4%	6%	-10%	x	10%	COc1ccc(CNC(=O)CN2C(=O)NC(c3ccccc3)(c3ccccc3)C2=O)cc1
7	-17%	1%	u	-2%	28%	3%	-1%	0%	C=CCNC(=O)c1scc2c1CCCC2
-4	-12%	-8%	18%	0%	36%	4%	2%	1%	CCn1c(=O)n(CC(=O)Nc2ccc(F)cc2)c(=O)c2ccccc21
2	-12%	-7%	-40%[59 µM]	-10%	14%	-2%	6%	-2%	Cc1cc2n(c(=O)c1C#N)CCCN2c1ccccc1
1	3%	-5%	x	-5%	17%	-21%	-20%	-1%	COc1cccc(C2=NOC(C(=O)Nc3cc(C)on3)C2)c1 (centres undefined)
-2	-25%	-7%	u	0%	-9%	-25%	-38%	2%	COc1ccccc1Oc1ccc(-c2cnc3ccccc3n2)cc1[N+](=O)[O-]
-2	-15%	7%	-2%[59 µM]	-3%	9%	-14%	-12%	10%	Cc1cccc(N2CCN(C(=O)Cc3c(C(=O)O)c(C)cn3C)CC2C)c1 (centres undefined)
-6	-7%[57.1 µM]	-9%	12%[59 µM]	14%	28%	-17%	-28%	10%	CN(c1ccccc1)S(=O)(=O)c1cccc(C(=O)OCC(=O)NCc2ccc3c(c2)OCO3)c1
2	-10%	5%	-32%	3%	21%	-19%	-19%	21%	COc1ccc(N2CCN(C(c3nnnn3C3CCCC3)C(C)C)CC2)cc1 (centres undefined)
-2	u	-4%	2µM*	2%	u	-16%	-2%	-1%	C[N+]1(CCC(=O)c2ccccc2)CCCCC1
-7	u	-1%	-4%[0.501 µM]	7%	25%	u	u	9%	COc1ccc(-c2ccc3c(c2)S(=O)(=O)c2cccc(C(=O)NCc4ccccc4Cl)c2C3=O)cc1OC
5	-3%	9%	6%[59 µM]	-1%	54%[activator]	5%	3%	1%	CC(C)CC(c1nnnn1Cc1ccccc1)N1CCC(C(N)=O)CC1 (centres undefined)
5	-17%	2%	32µM*	4%	0%	-11%	u	2%	COc1ccc(C(=O)NC(C)c2nnc(SCc3ccc(Cl)c(Cl)c3)n2C)cc1 (centres undefined)
-2	8%	-1%	7%[59 µM]	1%	47%[activator]	5%	9%	7%	Cc1ccc(CNC(=O)C2(C)Oc3ccccc3NC2=O)cc1 (centres undefined)
2	u	-1%	u	2%	8%	-20%	u	22%	COc1ccc(NC(=S)N/N=C/c2cccn2Cc2ccc(F)cc2)cc1
-2	-9%	-6%	21%	-3%	22%	-11%	-10%	0%	COc1cc(C)c(CN2CCC(Oc3ccc(C(=O)N4CCCC4)cc3)CC2)cc1C
2	2%	x	-2%[12.7 µM]	0%	45%[activator]	-4%	4%	1%	COc1cc(Oc2nc(C(F)(F)F)nc3ccccc23)ccc1C=O
3	u	-5%	50µM*	u	-22%	-19%	45µM*	3%	Cc1noc(NS(=O)(=O)c2ccc(NC(=O)c3ccc(Cl)c(S(=O)(=O)N(C)c4ccccc4)c3)cc2)c1C
-2	u	i	-2%	0%	-9%	-16%	-20%	9%	CCOc1ccc(NS(=O)(=O)c2ccc3c(c2)N(C(C)=O)CCS3)cc1
-3	-11%	5%	23%[0.501 µM]	6%	25%	-6%	-9%	7%	C=CCNC(=O)c1onc(CSc2cccc(Cl)c2)c1C(=O)O
-2	9%	3%	-18%	1%	33%	-4%	-13%	6%	CC(C)[C@H](N)C(=O)N1CCC(C(=O)N[C@@H](Cc2ccccc2)C(=O)NCc2ccc(F)cc2)CC1
0	-18%	i	-9%	7%	2%	-11%	0%	0%	COc1ccc(Cc2nnc(NC(=O)c3ccc(OC(C)=O)cc3)s2)cc1OC
1	-15%	-2%	50µM*	5%	25%	-8%	1%	4%	O=S(=O)(Nc1ccc2nc(N3CCOCC3)sc2c1)c1ccccc1
5	-17%	-8%	-4%[59 µM]	-2%	31%	-10%	-19%	3%	Cc1ccc(C(=O)N2CCC3(CC2)Oc2ccc(F)cc2C(=O)C32CC(c3ccccc3)=NO2)s1 (centres undefined)
-14	-17%	-4%	10µM*	5%	-12%	-1%	9%	6%	O=C(CC(NC(=O)C(F)(F)F)c1ccccc1)Nc1nnc(CCc2ccccc2)s1 (centres undefined)
3	-15%	-6%	-25%[59 µM]	2%	28%	6%	1%	2%	O=C(c1ccc2c(c1)N(Cc1cccc(Cl)c1)C(=O)c1ccccc1S2(=O)=O)N1CCN(c2cccc(C(F)(F)F)c2)CC1
-5	35µM*	-9%	11µM*	1%	u	-26%	45µM*	12%	COc1ccc(N2CCN(C(=O)c3nc(-c4ccc(Cl)cc4)n4c3CCCCC4)CC2)cc1
3	-28%	-4%	99%[activator][59 µM]	0%	-2%	-17%	-15%	1%	CCc1ccc(-c2cc(C(=O)N/N=C/c3ccccn3)[nH]n2)cc1
0	-9%	-9%	-10%[2.33 µM]	-3%	11%	-2%	7%	7%	COc1ccccc1N1CCN(S(=O)(=O)CCNC(=O)C2CCCCC2)CC1
0	-20%	0%	-4%	-15%	30%	9%	-5%	7%	Cc1c(OCC(=O)NC2CC(C)(C)NC(C)(C)C2)ccc2c3c(c(=O)oc12)CCC3
-1	6%	i	47%[activator]	-2%	39%[activator]	-11%	85%[activator]	-6%	Cc1cc(C)nc(SCc2c(F)cccc2Cl)n1

Marked active in BAZ2B inh, among the entries above:
PI4K2A block	JMJD2A Tudor inh	Tb PGK inh	G9a inh	Pin1 inhibitor	HP1b binding inh	POLH inh	BAZ2B inh	GLS inh	SMILES
3	u	-5%	50µM*	u	-22%	-19%	45µM*	3%	Cc1noc(NS(=O)(=O)c2ccc(NC(=O)c3ccc(Cl)c(S(=O)(=O)N(C)c4ccccc4)c3)cc2)c1C
-5	35µM*	-9%	11µM*	1%	u	-26%	45µM*	12%	COc1ccc(N2CCN(C(=O)c3nc(-c4ccc(Cl)cc4)n4c3CCCCC4)CC2)cc1

Later entries
PI4K2A block	JMJD2A Tudor inh	Tb PGK inh	G9a inh	Pin1 inhibitor	HP1b binding inh	POLH inh	BAZ2B inh	GLS inh	SMILES
-3	-8%	-5%	-15%[59 µM]	-11%	43%[activator]	-10%	-6%	-1%	O=C(O)CNC(=O)c1ccc(OC(F)F)cc1
7	7.9µM*	3%	x	2%	u	0%	x	0%	O=C(CNCc1ccccc1Cl)Nc1cc(S(=O)(=O)N2CCOCC2)ccc1Cl
1	-12%	-9%	7%[59 µM]	2%	19%[57 µM]	-18%	2%	-6%	CCc1ccccc1NC(=O)C(=O)NCCc1sc(-c2cccc(C)c2)nc1C
-1	-12%	-8%	x	-4%	9%[57 µM]	-10%	x	-9%	c1ccc(CNC2CC3CCC2C3)cc1 (centres undefined)
4	8%	-7%	24%	0%	28%	-10%	12%	8%	CC(=O)N1c2ccc3ccccc3c2C(C)CC12CCCCC2 (centres undefined)
0	-30%	-1%	x	1%	15%	-12%	x	6%	CN(C)C(=O)CCc1ccc2c3c([nH]c2c1)[C@]1(CCc2ccccc2)[C@@H](C(=O)N2CCCCC2)C[C@H](CC(=O)NC(C)(C)C)C(=O)N1CC3
-1	-14%	-3%	-22%[59 µM]	28%	25%	-5%	-2%	-22%	Cc1ccccc1C(=O)NN1C(=O)CSC1=S
0	-23%[57.1 µM]	i	u	0%	2%	-16%	-37%	-8%	O=C(CCCN1C(=O)c2cccc3cccc(c23)C1=O)N1CCN(c2ccc(F)cc2)CC1
1	-14%	-1%	x	-4%	18%	-3%	-14%	-1%	Cc1nc2sccn2c(=O)c1S(=O)(=O)N1CCN(c2cccc(C(F)(F)F)c2)CC1
